Screens deposited in PubChem by several laboratories.
MgcRacGAP inhibition: MgcRacGAP GTPase-activating activity inhibitors, confirmation, biochemical, ADP Hunter fluorescence | MgcRacGAP-stimulated Rac1 GTP hydrolysis, ADP Hunter fluorescence; higher % means a stronger effect; GST-tagged Rac1 F28L mutant substrate | one-dose inhibition, % at 30 µM; IC50 in µM for titrated hits | 340,000 tested, 0.6% active | AID 624330;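 active means first-screen hits whose inhibition reached a set limit at any dose in the follow-up dose series; inconclusive means inhibition above the set first-screen limit but never retested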;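 further: fluorescence reports GDP produced by GAP-driven GTP hydrolysis; strong numbers were not always called active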
NTR1 ag: agonists of NTR1, primary screen, imaging, U2OS cells, beta-arrestin-GFP, high content (AID 493036) | NTR1-U2OS beta-arrestin-GFP spot imaging, agonist mode | activation, % at 20 µM | 330,000 tested, 0.17% active;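 active means activation at or above 40% of the spot to cytoplasm intensity ratio, with at least 20 cells analyzed; inconclusive means wells under 20 cells, flagged as cytotoxic or low count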;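 further: 0% = DMSO without peptide and 100% = 100 nM NTR1 peptide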
Target sequence (P30989 whole entry, looked up): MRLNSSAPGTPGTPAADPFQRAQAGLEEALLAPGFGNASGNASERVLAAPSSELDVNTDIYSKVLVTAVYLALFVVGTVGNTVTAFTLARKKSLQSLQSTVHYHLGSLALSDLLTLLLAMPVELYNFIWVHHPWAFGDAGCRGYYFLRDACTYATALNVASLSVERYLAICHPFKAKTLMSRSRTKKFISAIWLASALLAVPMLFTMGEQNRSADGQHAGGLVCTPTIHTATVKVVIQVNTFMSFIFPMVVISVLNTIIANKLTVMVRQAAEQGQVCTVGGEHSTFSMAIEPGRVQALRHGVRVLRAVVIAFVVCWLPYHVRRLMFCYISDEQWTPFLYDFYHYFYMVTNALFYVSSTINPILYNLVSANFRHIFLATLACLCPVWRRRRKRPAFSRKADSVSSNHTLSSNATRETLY
GPR55 antagonists: inhibition of LPI-stimulated GPR55 beta-arrestin translocation – imaging, U2OS, beta-arrestin-GFP, LPI agonist, primary screen (AID 2013); U2OS GPR55 beta-arrestin-GFP translocation imaging, LPI antagonism; higher % means a stronger effect; inhibition, % at 10 µM, or IC50 in µM where a hit was titrated; 290,000 tested, 0.13% active;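 active means spots per cell inhibited over 60%, with over 100 cells counted and total cytoplasm intensity under 500,000; inconclusive means wells with under 100 cells, flagged as likely toxic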;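 further: U2OS cells stably carrying GPR55 and arrestin-GFP stimulated by 5 µM LPI near EC80; imaged beta-arrestin-GFP aggregate spots per cell after agonist stimulation; plate controls were LPI-stimulated DMSO wells for no effect and DMSO wells without LPI for full effect; some results filed as inactive read as strong as hits; confirmed hits need IC50 under 10 µM and bright autofluorescent wells are also inconclusive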
Hep lipid drop: modulators of hepatic lipid droplet formation; 240,000 tested, 0.4% active; AML12 mouse hepatocytes, oleate lipid droplets, BODIPY imaging; inhibition, % at 6.5 µM; AID 1656;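 active means lipid droplet intensity inhibited by at least 50%, with more than 500 cells counted; inconclusive means wells with under 300 cells, treated as cytotoxic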
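Material – mouse AML12 hepatocyte cell line, fixed after treatment · Compound dosing – one dose, 6.5 µM compound · Times – compound with oleate, overnight · Measured by – Image-based BODIPY and DAPI two-channel analysis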
GPR35 antagonists: GPR35 antagonists blocking zaprinast-driven arrestin recruitment, primary screen, imaging, U2OS, beta-arrestin-GFP, zaprinast agonist (AID 2058) | 290,000 tested, 0.052% active | U2OS GPR35 beta-arrestin-GFP translocation imaging, zaprinast antagonism; higher % means a stronger effect | one-dose inhibition, % at 10 µM; IC50 in µM for titrated hits;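 active means inhibition of at least 50% with at least 30 cells and total cytoplasm GFP at most 10,000,000; inconclusive means under 30 cells or total GFP of 10,000,000 plus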
LYP phosphatase: PTPN22 lymphoid phosphatase activity blockers – biochemical, fluorescence intensity, uHTS (AID 1779); one-dose inhibition, % at 11.5 µM; IC50 in µM for titrated hits; 290,000 tested, 0.054% active; recombinant LYP phosphatase, fluorescence intensity; higher % means a stronger effect; in the data active means inhibition above about 50%;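 further: plate controls were vehicle with enzyme for no effect and no enzyme for full effect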
T cell modulator: T cell immune modulation candidate; 2C CD8+ T cell-vesicle binding, flow cytometry; stronger effect = lower value; calls only at 7 µM; 330,000 tested, 0.068% active; AID 2052;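 active means response, share of CD8 T cells binding vesicles, and their 90th percentile fluorescence all below set limits, cut at about 80% in these data, passing the limit was not always enough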
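Assay system – 2C mouse CD8+ T cells · Also added – QL9-loaded Drosophila micro-vesicles · Timing – Cell–vesicle co-incubation 1.5 h at 37 °C, staining 20 min on ice · Signal – flow cytometry of vesicle-bound cells · Measure – percent CD8+ FL2 mean versus row control · Controls – Peptide-free naked vesicles (low) and QL9 vesicles with 0.7% DMSO vehicle (high)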
Large T inhibition: SV40 large T antigen inhibitors, biochemical (AID 1903) | SV40 large T antigen ATPase/helicase inhibition assay; higher % means a stronger effect | inhibition, % at 20 µM, or IC50 in µM where a hit was titrated | 310,000 tested, 0.39% active; in the data active means a potency from the dose series; inconclusive means inhibition mostly from about 32% at the one dose, without a potency; inactive means the rest, 99 in 100 with inhibition below about 32%; further: strong numbers were not always called active
GPR55 activation: GPR55 agonists via beta-arrestin recruitment, primary screen, imaging, U2OS cells, beta-arrestin-GFP redistribution (AID 1961). 290,000 tested, 0.048% active. U2OS GPR55 beta-arrestin-GFP redistribution imaging; higher % means a stronger effect. activation, % at 10 µM; hits with a dose series show EC50 in µM;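 active means activation above 40% with more than 50 cells counted in the well; inconclusive means wells holding fewer than 50 cells, flagged as toxic or sparse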;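 further: U2OS osteosarcoma cells stably expressing GPR55 and beta-arrestin-GFP; plate controls were DMSO negative control for no effect and LPI positive control for full effect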
Hep lipid drop cells 6.5 µM: recorded beside Hep lipid drop, whose call it bears; cell count; measured here: cell count, cytotoxicity flag;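 cells counted across two imaged fields per well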
T cell modulator vesicle-bound %: recorded beside T cell modulator, whose call it bears; double positive events, %; measured here: CD8+ vesicle-bound cell fraction;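 binding gate set so that unloaded-vesicle control wells show 10% double positive cells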
NTR1 ag cell count 20 µM: also measured in NTR1 ag; calls as there; cell count; measured here: cell count, cytotoxicity flag
* hit, by the source's call; i = inactive; ? = inconclusive; . = not tested or not shown. Random draw from the library; overall some 1.8% were active at least once.

SMILES	MgcRacGAP inhibition	NTR1 ag	NTR1 ag cell count 20 µM	GPR55 antagonists	Hep lipid drop	Hep lipid drop cells 6.5 µM	GPR35 antagonists	LYP phosphatase	T cell modulator	T cell modulator vesicle-bound %	Large T inhibition	GPR55 activation
COc1ccccc1NC(=O)C12CCC(C)(C(=O)C1)C2(C)C (centres undefined)	2.0%	-0.7	83	10.5%	-1.7	674	-4.7%	-9.7%	i	35.1	1.5%	-0.1%
O=C(Cn1cccc1C(=O)c1ccccc1)NCCCc1ccccc1	4.5%	0.4	57	3.2%	0.5	724	3.3%	-9.4%	i	53.0	12.3%	-0.3%
Cc1ccc(NC(=O)c2cc(NC(=O)c3ccco3)ccc2N2CCCCC2)cc1	9.7%	-0.6	51	5.7%	.	.	-0.5%	-3.1%	i	37.3	16.1%	0.1%
CN(Cc1c(C(=O)N/N=C/c2cccc(O)c2)nnn1-c1nonc1N)C1CCCCC1	8.7%	3.9	65	-2.8%	-8.2	744	-7.6%	-1.9%	i	5.9	-14.3%	-0.1%
CCOC(=O)c1c(C)oc2ccc(OCC(=O)N(CC)CC)cc12	2.2%	-1.8	87	-1.1%	4.3	698	14.7%	-5.2%	i	35.7	1.6%	-0.1%
COCCNC(=S)N/N=C(\C)c1ccc(O)cc1	?	3.0	65	-8.4%	-1.7	747	-2.6%	1.7%	i	6.0	10.8µM*	0.2%
CCC(=O)N1CCc2cc(S(=O)(=O)NCCC(=O)N3CCN(c4cccc(C)c4)C(C)C3)ccc21 (centres undefined)	9.8%	-0.9	44	-26.8%	-18.8	702	13.5%	-5.6%	i	22.9	5.2%	0.2%
CCN1CCN(c2nc3ccccc3nc2C(C#N)S(=O)(=O)c2ccc(C)c(C)c2)CC1 (centres undefined)	4.8%	-2.0	64	-4.2%	9.9	831	-4.3%	-8.1%	i	41.9	13.0%	-0.1%
NC(=O)c1nn(-c2ccccc2)nc1NC(=O)CN1CCOCC1	8.7%	0.0	77	-2.0%	-4.0	642	-6.0%	-6.6%	i	48.9	3.9%	0.0%
CCCCn1c(N)c(N(CC(C)C)C(=O)C2CCN(S(=O)(=O)c3ccc(F)cc3)CC2)c(=O)[nH]c1=O	4.4%	0.7	61	-11.9%	-19.2	683	2.9%	-1.4%	i	2.5	-6.3%	0.3%
CCCOC(=O)c1ccc(NC(=O)c2cnccn2)cc1	3.9%	-0.2	32	8.5%	.	.	2.0%	-6.0%	i	30.6	8.6%	-0.1%
CCn1cc(/C=C(\NC(=O)c2ccccc2Cl)C(=O)NCCN2CCOCC2)c2ccccc21	11.1%	-0.5	61	6.2%	-1.3	701	-7.3%	-9.1%	i	8.2	12.5%	-0.2%
COc1ccc(NC(=O)CN(Cc2ccccc2)S(C)(=O)=O)c(OC)c1	2.0%	2.5	58	3.9%	.	.	2.1%	-4.9%	i	12.8	1.6%	-0.2%
CC1CCCN(C2=C(Cl)C(=O)N(c3cccc(Cl)c3)C2=O)C1 (centres undefined)	6.6%	2.4	35	-7.2%	2.0	637	-15.3%	4.7%	i	44.8	7.4%	-0.2%
Cc1ccccc1NC(=S)/C(=C(\[O-])c1cc(C)n(Cc2ccccc2Cl)c1C)[n+]1ccccc1	1.5%	0.8	37	4.9%	-19.8	693	0.6%	0.7%	i	25.4	4.7%	0.0%
CC12CN3CCN(CC(C3)/C1=N\NC(=O)Nc1cccc(Cl)c1)C2	.	0.1	57	3.9%	-18.3	739	10.0%	-7.4%	i	59.6	5.5%	0.1%
O=C(CSc1nnc(COc2ccccc2F)n1-c1ccccc1)NC1CCS(=O)(=O)C1 (centres undefined)	16.4%	-0.9	88	5.5%	3.7	663	16.2%	-5.6%	i	37.1	-1.2%	-0.1%
Cc1cccc(-c2noc(CCC(=O)NC3CCCC3)n2)c1	.	2.3	41	1.3%	-22.1	805	-5.1%	-3.3%	i	17.0	3.1%	0.5%
O=C(CC1C(=O)NCCN1Cc1ccc(-c2ccccc2)cc1)NCCCn1ccnc1 (centres undefined)	1.2%	-1.4	66	-7.3%	-18.7	702	-8.4%	-9.0%	i	35.1	1.4%	0.0%
COc1ccccc1C/C(N)=N/OC(=O)c1ccc(C)c([N+](=O)[O-])c1	10.8%	4.0	84	0.3%	.	.	4.0%	-7.8%	i	8.9	4.5%	-0.1%

At a glance, three of the compounds above:
SMILES	MgcRacGAP inhibition	NTR1 ag	NTR1 ag cell count 20 µM	GPR55 antagonists	Hep lipid drop	Hep lipid drop cells 6.5 µM	GPR35 antagonists	LYP phosphatase	T cell modulator	T cell modulator vesicle-bound %	Large T inhibition	GPR55 activation
CCCOC(=O)c1ccc(NC(=O)c2cnccn2)cc1	3.9%	-0.2	32	8.5%	.	.	2.0%	-6.0%	i	30.6	8.6%	-0.1%
CCn1cc(/C=C(\NC(=O)c2ccccc2Cl)C(=O)NCCN2CCOCC2)c2ccccc21	11.1%	-0.5	61	6.2%	-1.3	701	-7.3%	-9.1%	i	8.2	12.5%	-0.2%
COc1ccc(NC(=O)CN(Cc2ccccc2)S(C)(=O)=O)c(OC)c1	2.0%	2.5	58	3.9%	.	.	2.1%	-4.9%	i	12.8	1.6%	-0.2%

Part of the list above, with each value named:
smiles: O=C(CC1C(=O)NCCN1Cc1ccc(-c2ccccc2)cc1)NCCCn1ccnc1 (centres undefined)
  MgcRacGAP inhibition = 1.2% | NTR1 ag = -1.4 | NTR1 ag cell count 20 µM = 66 | GPR55 antagonists = -7.3% | Hep lipid drop = -18.7 | Hep lipid drop cells 6.5 µM = 702 | GPR35 antagonists = -8.4% | LYP phosphatase = -9.0% | T cell modulator = i | T cell modulator vesicle-bound % = 35.1 | Large T inhibition = 1.4% | GPR55 activation = 0.0%
smiles: COc1ccccc1C/C(N)=N/OC(=O)c1ccc(C)c([N+](=O)[O-])c1
  MgcRacGAP inhibition = 10.8% | NTR1 ag = 4.0 | NTR1 ag cell count 20 µM = 84 | GPR55 antagonists = 0.3% | Hep lipid drop = . | Hep lipid drop cells 6.5 µM = . | GPR35 antagonists = 4.0% | LYP phosphatase = -7.8% | T cell modulator = i | T cell modulator vesicle-bound % = 8.9 | Large T inhibition = 4.5% | GPR55 activation = -0.1%

The list goes on.
SMILES	MgcRacGAP inhibition	NTR1 ag	NTR1 ag cell count 20 µM	GPR55 antagonists	Hep lipid drop	Hep lipid drop cells 6.5 µM	GPR35 antagonists	LYP phosphatase	T cell modulator	T cell modulator vesicle-bound %	Large T inhibition	GPR55 activation
O=C(CSc1nc2ccsc2c(=O)n1-c1ccccc1)N1CCCC1	13.3%	0.5	88	9.7%	-5.6	644	-8.1%	5.9%	i	35.9	8.5%	0.3%
O=C(Cn1c(=O)oc2cc(S(=O)(=O)N3CCCCC3)ccc21)N1CCc2ccccc2C1	8.8%	-2.1	48	12.9%	.	.	-4.7%	-9.3%	i	28.3	-1.7%	-0.1%
CCOC(=O)c1c(C)nn(Cc2cccc(Cl)c2)c1N	2.7%	0.2	61	2.5%	.	.	-4.5%	-1.2%	i	42.3	5.8%	-0.1%
Cc1cccc(OCCNC(=O)c2cncc(Br)c2)c1	-4.0%	0.6	93	-5.4%	-0.1	635	9.2%	-12.5%	i	29.9	6.8%	0.1%
O=C1CC(c2ccccc2)CC(O)=C1C=NC1CCCC1 (centres undefined)	2.8%	-0.2	34	17.9%	.	.	-5.5%	-2.6%	i	26.2	4.2%	-0.1%
C/C(=N\NC(N)=O)C1CC(CC(C)C)C(=O)O1 (centres undefined)	3.9%	-1.4	85	2.2%	1.8	665	-10.2%	-6.2%	i	43.0	17.4%	0.1%
COc1ccc(Nc2nc(-c3c[nH]c4ccccc34)cs2)cc1	21.0%	-1.2	47	14.8%	3.5	772	0.5%	-4.8%	i	39.4	9.3%	-0.3%
O=C(Cn1cc(C(F)(F)F)cc(Cl)c1=O)NCc1ccc(F)cc1	5.0%	3.9	40	-8.6%	.	.	-7.4%	-7.2%	i	38.5	10.2%	.
CCN1CCN(C(c2cccs2)C(C)NC(=O)C(=O)N2CCCCC2)CC1 (centres undefined)	7.2%	-1.0	77	2.1%	12.8	709	-3.0%	-8.8%	i	6.8	4.0%	-0.2%
CC1CCCN(CC(=O)N2c3ccccc3Sc3ccccc32)C1 (centres undefined)	0.1%	0.2	59	-17.7%	-15.0	714	-0.1%	-27.7%	i	29.1	2.1%	1.0%
Cc1nnc(SCC(=O)O)s1	-5.1%	1.3	75	-4.1%	7.7	727	-0.7%	0.3%	i	23.6	21.5%	-0.1%
O=C(CCS(=O)(=O)c1ccc(Cl)cc1)N1CCN(S(=O)(=O)c2cccs2)CC1	-4.1%	0.6	46	7.3%	-12.1	742	2.3%	-4.9%	i	55.4	3.9%	0.1%
O=C(N/N=C/c1ccncc1)c1cnccn1	10.3%	0.6	51	8.1%	-8.3	757	2.2%	-5.9%	i	57.6	11.0%	0.3%
N#Cc1ccccc1NC(=O)COC(=O)c1ccc2c(c1)OCCO2	11.2%	-0.9	34	2.9%	.	.	-10.0%	-0.5%	i	19.9	-3.3%	-0.3%
Cc1ccc(-c2cc(C(=O)N3CCN(c4ncccn4)CC3)c3ccccc3n2)cc1	4.5%	5.8	64	2.4%	.	.	-0.2%	5.4%	i	64.5	10.2%	-0.1%
COc1ccc(OC)c(NC(=O)c2cnn(-c3ccccc3)c2C)c1	7.5%	-0.5	61	-5.5%	9.7	853	36.7%	-8.8%	i	54.9	6.9%	-0.2%
CCC(=O)N1CCN(c2ccc(NC(=O)c3ccc(-c4ccccc4)cc3)cc2)CC1	.	.	.	10.1%	6.7	771	-7.9%	-5.4%	.	.	14.0%	0.1%
